Nrf2 block: inhibitors of Nrf2 signaling; Potency, µM (titrated, usually from 46 µM), for the others: at the top dose activity change, negative = inhibition, hits mostly inhibitors; AID 504444; A549 ARE-Fluc reporter, luciferase luminescence, 18-24 h; 360,000 compounds, 2.1% hits; also: potency is read from the fitted curve at half-maximal effect; % is scaled to controls: 0 for no effect and ±100 for the full control effect; nearly all actives have a fitted effect of over 60% in size
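Cells were seeded and rested 2 h, then exposed to compounds for 18-24 h. CellTiter-Fluor was read first as a viability measure. BugLite was added 15 min before the final luminescent read of ARE-luciferase activity in A549 cells.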
ATXN viability: reduces viability in counter-screen for ATXN expression inhibitors | S2 cells (HEK-293 line with an ATXN2-luciferase reporter) viability, CellTiter-Fluor protease fluorescence, 24 h | Potency, µM (top dose mostly 56.7 µM), usual class: cytotoxic | 400,000 compounds, 0.49% hits; also: potency is read from the fitted curve at half-maximal effect; nearly all actives have a fitted effect of over 40% in size
MCF10A rereplic: induces DNA re-replication in MCF 10a normal breast cells. 350,000 compounds, 2.9% hits. MCF 10A DNA re-replication, Hoechst nuclear intensity, 48 h. Potency, µM (titrated, usually from 46.1 µM), for the others: at the top dose activity, positive = re-replication, actives largely listed as activators; also: potency is read from the fitted curve at half-maximal effect; % of control where 0% means no effect; nearly all actives have a fitted effect of over 50% in size
A549 viability: A549 cytotoxicity, counter-screen for Nrf2 inhibitors | AID 504648 | 390,000 compounds, 0.16% hits | A549 ARE-Fluc cells, CellTiter-Fluor viability, 18-24 h | Potency, µM (top dose mostly 46 µM), for inactives: top-dose activity change, negative = cytotoxicity, usual class: inhibitors; also: potency is read from the fitted curve at half-maximal effect; % is scaled to controls: 0 for no effect and ±100 for the full control effect
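Cytotoxicity counterscreen: CellTiter-Fluor fluorescence was measured in A549 ARE_Fluc cells after 18-24 h of compound exposure in a concentration series. The subsequent BugLite luminescent read reports ARE-luciferase activity.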
HepG2 tox: HepG2 cytotoxicity, counter-screen for TGF-b inhibitors; Potency, µM (series often up to 46.1 µM), for the others: at the highest dose activity change, negative = cytotoxicity, usual class: cytotoxic; HepG2 CAGA-GFP viability, ATP luminescence, 18 h; 410,000 compounds, 0.76% hits; also: potency is read from the fitted curve at half-maximal effect; some results filed as inactive show a strong effect at the top dose
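HepG2 CAGA-GFP cells (1000/well, DMEM with 1% FBS) received compound, then TGF-beta at 500 pg/mL final, and were incubated 18 hours at 37 degrees C. Viability was read by CellTiter-Glo luminescence. Media-only wells were set as complete cell-killing and DMSO as no toxicity.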
TGFb inhibitor: blocks TGF-b signaling; Potency, µM (doses to about 46.1 µM), inactives show top-dose activity, negative = inhibition, most hits filed as inhibitors; 410,000 compounds, 1.2% hits; HepG2 CAGA-GFP TGF-b/SMAD3 reporter, GFP fluorescence, 18 h; TGF-beta stimulated, 500 pg/mL final; also: potency is read from the fitted curve at half-maximal effect; % is scaled to controls: 0 for no effect and ±100 for the full control effect; nearly all actives have a fitted effect of over 65% in size
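Read-out: total well GFP (ex488/em500-530) summed from mean per-cell fluorescence. Cells: HEPG2 CAGA-GFP, 1% FBS DMEM, 18 h at 37 degrees C with 500 pg/mL final TGF-beta. Unstimulated wells served as the full-inhibition control; stimulated DMSO wells = 0%.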
ATXN2 expr inh: ATXN2 expression inhibition. AID 1745845. HEK-293 ATXN2-luciferase reporter, luminescence, 24 h. Potency, µM (series often up to 57 µM), inactives show top-dose activity change, negative = inhibition, most hits filed as inhibitors. 360,000 compounds, 0.72% hits; also: potency is read from the fitted curve at half-maximal effect; % is scaled to controls: 0 for no effect and ±100 for the full control effect; nearly all actives have a fitted effect of over 55% in size
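ATXN2-luciferase reporter cells (luciferase flanked by upstream and downstream ATXN2 gene portions) were treated 24 h at 37 °C with compounds at up to 57 uM. SteadyGlo luminescence gave expression; GF-AFC fluorescence gave viability.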
IL1B secr inh: blocks inflammasome-driven IL-1 beta release; THP-1 LPS/ATP IL-1B secretion, AlphaLISA, 16 h; active compounds read low; activity change, % at 57.5 µM; 360,000 compounds, 4.7% hits; AID 743279; in the data active = activity change below about -50%; inconclusive = mostly about -30% to -49%; also: % is scaled to controls: 0 for no effect and ±100 for the full control effect
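THP-1 cells pretreated 1 hr with compounds (up to 57.5 uM final), then stimulated with LPS (250 ng/mL final) plus ATP (1.25 mM final); secreted IL-1B measured by AlphaLISA after 16 hr, decreased signal indicating inhibition.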
Nrf2 ARE act: activators of Nrf2 (ARE) signaling; Potency, µM (highest dose often 46.1 µM), without a hit: at the top dose activation, actives largely listed as activators; AREc32 ARE-luciferase reporter (MCF7-derived line), luminescence, 24 h; 410,000 compounds, 0.31% hits; also: potency is read from the fitted curve at half-maximal effect; % of control where 0% means no effect; nearly all actives have a fitted effect of over 65% in size
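AREc32 cells carrying an ARE-driven firefly luciferase, 1000 cells/well in OPTI-MEM with 5% FBS, dosed after overnight attachment and incubated 24 hr at 37 deg C. Steady-Glo luminescence read after 30 min at RT.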
* = called active by the depositor; i = inactive; u = inconclusive; x = not tested or not shown; [ ] = another dose, or the depositor's remark. Unless noted, calls follow the shape of the dose curve; as a rule, active = well fitted curve in the direction sought with a large enough effect; inconclusive = small, poorly fitted or top-dose-only effect, or another doubt; inactive = no such curve, though single readings can be large; an effect the other way counts as inactive or inconclusive.

SMILES | Nrf2 block | ATXN viability | MCF10A rereplic | A549 viability | HepG2 tox | TGFb inhibitor | ATXN2 expr inh | IL1B secr inh | Nrf2 ARE act
COc1ccc(C(O)(C2CCCCC2)C(CN2CCCC2)c2ccccc2)cc1 (stereo not given) | -9% | u | -1% | -20% | -6% | -6% | u | -55* | 9.9%
Cc1ccc(NC2=NCC(=O)N2c2ccc3c(c2)OCCO3)c(C)c1 | 4% | i | 15% | -5% | -6% | 4% | -5% | 40 | -0.5%
CC(=O)Nc1ccc(NC(=O)C2CC(=O)N(c3ccccc3Cl)C2)cc1 (stereo not given) | -2% | i | -26% | -6% | -4% | 5% | 9% | -8 | 2.5%
CCN(C)C1CN(Cc2cn(Cc3cc(C)cc(C)c3)nn2)S(=O)(=O)C1 (stereo not given) | x | i | x | x | x | x | 19% | -52* | 0.3%
CC(=O)/C(=N\Nc1ccccc1)Oc1ccc([N+](=O)[O-])cc1 | -5% | i | 9% | u | -7% | 2% | 0% | 28 | 2.8%
COCCOC(=O)C1=C(N)Oc2c(oc(CO)cc2=O)C1c1c(F)cccc1Cl (stereo not given) | -9% | i | -4% | 6% | -5% | 2% | 8% | 18 | 2.8%
Cc1sc2c(c1C)c(=O)n(-c1ccccc1)c(=O)n2CC(=O)c1ccc(Cl)cc1 | 20% | i | x | u | 7% | 12% | -16% | x | -1.0%
N#C/C(=C\c1cccnc1)c1ccccn1 | 3% | i | 15% | -1% | -3% | 4% | 38% | 0 | 3.2%
O=C(Nc1ccc(Cl)cc1Cl)c1cc2ccccc2o1 | u | i | 12% | -5% | 5% | 14% | 0% | 17 | 8.7%
Cc1ccc2c(c1)C(c1ccccc1)N(C(=O)C(C)C)CC(=O)N2 (stereo not given) | 3% | i | -2% | -4% | -57% | u | -6% | 21 | -0.6%
Cc1ccc(NC(=O)N2CCc3ccccc32)cc1 | u | i | 4% | -1% | -37% | -5% | 2% | -8 | -0.9%
CCOC(=O)C(C)n1cnc2c(nnn2-c2ccc(OC)cc2)c1=O (stereo not given) | x | i | 0% | -6% | 4% | -18% | 12% | 4 | -0.5%
CCC(=O)Nc1ccc(NC(=O)c2ccccc2Cl)nc1 | 16% | i | u | -13% | 0% | -15% | 26% | 21 | 0.1%
O=C(NNC(=O)c1ccccc1[N+](=O)[O-])c1ccc(NS(=O)(=O)c2cccs2)cc1 | 5% | i | 0% | 0% | -18% | -3% | 1% | 2 | 0.0%
CC1CCCCN1C(=O)CSc1nc(C2CC2)nc2c1cnn2-c1ccccc1 (stereo not given) | -2% | i | -5% | 7% | 7% | 2% | 0% | -91* | 0.5%
CC(=O)Nc1ccc(S(=O)(=O)N(C)CC(=O)OCC(=O)Nc2cccnc2Cl)cc1 | -12% | i | 5% | 3% | -9% | -4% | 0% | 0 | 0.6%
N#Cc1cc([N+](=O)[O-])ccc1Oc1ccc(-c2nnco2)cc1 | 1% | i | u | 0% | -1% | -4% | 3% | 30 | 3.5%
CCOC1=C2[C@@H](CN(S(=O)(=O)c3ccc(C)cc3)[C@H]2c2ccccc2)[C@H]2C(=O)N(c3ccccc3)C(=O)[C@H]2C1 | x | i | x | x | -15% | -3% | -4% | -1 | -0.3%
Cc1ccc(-c2nc(CS(=O)(=O)CC(=O)NC3CCC(C)CC3)c(C)o2)cc1 (stereo not given) | -5% | i | -5% | -2% | -34% | u | x | -13 | 1.0%
Cc1ccc(NC(=O)CN(C)C(=O)Nc2ccc(C)cc2)cc1 | 4% | i | -3% | -4% | -4% | -16% | 29% | 2 | 2.1%
COc1cccc(N2CCN(C(=O)c3cc4c(OC)c(OC)c(OC)cc4[nH]3)CC2)c1 | 3% | u | -1% | 17% | -6% | 29% | x | 2 | 3.9%
NC(=O)c1c(-c2cccs2)csc1N | -9% | i | -2% | x | -23% | u | 13% | -9 | 2.2%
O=C(COc1ccccc1)Nc1cccc(-c2nn[nH]n2)c1 | 10% | i | -6% | 2% | -2% | -14% | -1% | 15 | -0.5%
O=[N+]([O-])c1cc(-c2ccccc2)cc([N+](=O)[O-])c1O | 16µM* | i | u | u | -21% | u | -14% | 20 | 3.9%
Nc1ccc2nc(-c3ccccc3)[nH]c2c1 | u | i | u | -8% | -51% | 1% | 47%[activator] | -2 | 18%
COc1cccc2c1C(=O)CC2NC(=O)C(F)(F)F (stereo not given) | 10% | i | 13% | 27% | -6% | 6% | 2% | 5 | -0.1%
CC(=O)Nc1ccc(SCC(=O)Nc2sccc2C#N)cc1 | u | i | 1% | 6% | 13% | 0% | x | 0 | 6.4%
CCOC(=O)[C@]12CCCC=C1N(Cc1ccc3c(c1)OCO3)C(=O)[C@H](CC(=O)NCCCOC)C2 | x | i | x | x | x | x | 7% | 10 | -0.6%
COCCCn1c(-c2ccc(OC)cc2)nc2c1c(=O)[nH]c(=O)n2Cc1ccccc1 | 4% | i | -2% | 5% | -6% | -23% | -7% | 7 | 0.0%
CCn1c(=O)c2c3c(sc2n2c(=S)[nH]nc12)CCC3 | 12% | i | 4% | -12% | 5% | 9% | -10% | 26 | -0.8%
Cc1cc2ncn(S(=O)(=O)c3ccc(F)cc3)c2cc1C | -10% | i | 8% | u | 10% | -1% | -43% | 2 | 0.3%
Cc1ccc(CNC(=O)c2ccc(S(=O)(=O)Nc3c(C)n(C)n(-c4ccccc4)c3=O)cc2)cc1 | -3% | i | 9% | 10% | 0% | -10% | 1% | 7 | 0.4%
COC(=O)c1ccc(-c2nc(CN3CCN(C(=O)c4ccco4)CC3)c(C)o2)cc1 | x | i | x | x | -1% | -6% | x | 43 | 1.8%
O=c1c(Cl)c(NCCO)ncn1-c1ccccc1 | 20% | i | -4% | -4% | 4% | 14% | 10% | -1 | 0.0%
CN(C(=O)COC(=O)CNC(=O)c1ccccc1Cl)c1ccccc1 | 4% | i | -2% | -8% | -19% | -9% | -12% | -11 | 0.1%
CCC(C)(C)NC(=O)/C=C/c1cnc2ccccc2n1 | u | i | -4% | -1% | 5% | -2% | x | -8 | 8.6%
NS(=O)(=O)c1ccc(CNc2ncnc3sccc23)cc1 | -12% | i | -7% | -3% | -6% | -17% | 2% | 11 | 0.5%
CC(OC(=O)c1cc[n+]([O-])cc1)C(=O)Nc1ccc(Cl)cn1 (stereo not given) | u | i | 0% | -5% | -3% | u | 4% | 24 | -0.1%
Cc1ccc2c(CN3C(=O)NC4(CCCCC4)C3=O)cc(=O)oc2c1C | -19% | i | 4% | 4% | -4% | 21% | -6% | -7 | 2.2%
CCN1/C(=C2/SC(=S)N(NC(C)=O)C2=O)Sc2ccccc21 | -7% | i | 6% | 0% | 12% | 43%[activator] | x | -13 | 2.5%
Cc1nn(CC(=O)NC2CCS(=O)(=O)C2)c(C)c1[N+](=O)[O-] (stereo not given) | u | i | -1% | 0% | 4% | 18% | -15% | 13 | -0.6%
CCOC(=O)c1c(Nc2ccccc2)nnc(-c2ccccc2)c1-c1ccccc1 | u | i | x | u | -18% | u | u | x | -1.4%
COc1ccccc1C(=O)N(Cc1nc(-c2ccc(Cl)cc2)no1)C(C)C | 21µM* | i | -5% | -11% | -31% | -15% | u | 8 | 0.3%
Cc1ccc(C(=O)Nc2ccccc2N2CCCCC2)cc1 | -3% | i | u | 0% | -7% | -18% | -10% | 20 | 3.0%
Cc1csc(=S)n1-c1ccccc1 | 1% | i | 9% | -10% | 14% | 19% | 1% | 8 | -0.6%

Record cards (already shown). Order of values: Nrf2 block, ATXN viability, MCF10A rereplic, A549 viability, HepG2 tox, TGFb inhibitor, ATXN2 expr inh, IL1B secr inh, Nrf2 ARE act
Listed for CCN1/C(=C2/SC(=S)N(NC(C)=O)C2=O)Sc2ccccc21 → -7%, i, 6%, 0%, 12%, 43%[activator], x, -13, 2.5%
Listed for COC(=O)c1ccc(-c2nc(CN3CCN(C(=O)c4ccco4)CC3)c(C)o2)cc1 → x, i, x, x, -1%, -6%, x, 43, 1.8%
Listed for COc1ccccc1C(=O)N(Cc1nc(-c2ccc(Cl)cc2)no1)C(C)C → 21µM*, i, -5%, -11%, -31%, -15%, u, 8, 0.3%

Following part.
SMILES | Nrf2 block | ATXN viability | MCF10A rereplic | A549 viability | HepG2 tox | TGFb inhibitor | ATXN2 expr inh | IL1B secr inh | Nrf2 ARE act
N#CC(CC(=O)OCc1ccccc1)NC(=O)OCc1ccccc1 (stereo not given) | x | i | x | x | -27% | 2% | x | 12 | 0.4%
CCN(C(=O)C1CCN(S(=O)(=O)c2ccc3c(c2)CCCN3C(C)=O)CC1)c1cccc(C)c1 | x | i | x | -4% | -24% | u | -17% | x | 0.6%
COc1ccc(NC(=O)Cn2c(=O)n(CCC(=O)NCCc3ccc(OC)c(OC)c3)c(=O)c3ccccc32)cc1Cl | 19% | i | x | -4% | 2% | 12% | 9% | x | -0.3%
CCc1ccc(-c2nc(C(N)=O)c3[nH]c(=O)n(-c4ccccc4OC)c3n2)cc1 | -14% | i | u | -13% | -23% | -9% | -18% | 48 | -2.1%
O=c1oc2ccccc2c(=O)c2ccccc12 | -2% | i | -31%[inhibitor] | -1% | 7% | 0% | 3% | 17 | -0.3%
Cn1c(=O)c2c(nc(OC3CCCC3)n2C)n(C)c1=O | 2% | i | 17% | -9% | 9% | u | -5% | -22 | 2.5%
COc1ccc2cc(C#N)c(Nc3cccc(F)c3)nc2c1 | -12% | u | 27% | 2% | -16% | -10% | -7% | -5 | 0.3%
O=C(NCC1CCCO1)c1cccc(S(=O)(=O)Nc2ccc(F)cc2)c1 (stereo not given) | -22% | i | -5% | 0% | -3% | -1% | 2% | 0 | -0.8%
O=C(O/N=C(\c1ccccc1)c1ccccn1)c1ccc(Cl)c(Cl)c1 | 15% | i | -1% | -1% | -6% | 6% | -9% | 0 | -0.6%
COc1cc2sc(C)nc2cc1C | 3% | i | -5% | 2% | 36% | 4% | -4% | -7 | 0.1%

Source: PubChem (National Center for Advancing Translational Sciences (NCATS))
